Keap1-Nrf2 PPI – disrupts human Keap1 binding to Nrf2 peptide; Q14145; Keap1 Kelch-Nrf2 peptide fluorescence polarization, 1536-well; inhibition, % at 9.4 µM; 340,000 tested, 0.15% active; AID 504523; in the data active = inhibition above about 12%;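 note: human Keap1 Kelch domain with fluorescein labeled Nrf2 9mer peptide probe; 0% = neutral control wells and 100% = peptide positive control; higher means more block of Keap1 binding to Nrf2 peptide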
LANA DNA inh – blocks KSHV LANA C-terminal domain binding to DNA. MBP-C-LANA/FAM-LBS DNA binding, fluorescence polarization. inhibition, % at 9 µM. 340,000 tested, 0.078% active. AID 504423;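 active = highest replicate inhibition at or above 60% at 9 µM, even if other replicates fall short; inactive = all replicates below 60% inhibition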;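 note: 0% = neutral control wells and 100% = 4 µM acridine orange control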
RTF Ca sens inh – cardiac RTF calcium desensitization. 340,000 tested, 0.12% active. AID 493244. IANBD-labeled cardiac RTF, Ca2+ fluorescence. inhibition, % at 7.15 µM;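 active = inhibition above the mean inhibition of all tested compounds plus 3 SD, cut at about 17% in these data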;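 note: assay run at fixed EC70 calcium of 1.6 mM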
CAL PDZ FP-1 – human CAL PDZ-peptide interaction inhibition; AID 504414; inhibition, % at 20 µM; purified CAL PDZ, TMR-peptide fluorescence polarization, 1 h; Q9HD26; 330,000 tested, 0.02% active;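 active = highest replicate inhibition of at least 40%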;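 note: plate controls were DMSO neutral control wells for no effect and unlabeled competitor peptide control wells for full effect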
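Test system: tagged CAL PDZ domain / Buffer or medium: sodium phosphate/NaCl buffer pH 7.4 with TCEP, IgG, Thesit / Reagent: TMR-labelled reporter peptide T*-PRC34 bound in PDZ groove / Compound dosing: single point, 20 µM / Schedule: 1 h incubation at room temperature before polarization reading / Technique: fluorescence polarization (mP) / Benchmarks: unlabelled peptide, DMSO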
DSG3 Ab inh – human desmoglein-3 autoantibody binding inhibition; AID 588358; binding (percent of control), % at 10 µM; DSG3-coupled beads, scFv-anti-DSG3-GFP binding, flow cytometry; hits give low values; P32926; 310,000 tested, 0.48% active;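 active = binding more than 3 SD below its plate's average and above zero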;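 note: hits lower antibody fragment binding to DSG3; some compounds called inactive have numbers as strong as hits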
NSD2 HMT inh – blocks human histone methyltransferase NSD2. O96028. 310,000 tested, 0.54% active. inhibition, % at 12.5 µM. NSD2 peptide methylation, AlphaScreen, 120 min; in the data active = inhibition above about 50%
DAGLB inh – blocks human DAGLB lipase activity; Q8NCG7; HEK293T DAGLB membrane lysate, EnzChek fluorogenic substrate; 340,000 tested, 0.059% active; inhibition, % at 5.17 µM; in the data active = inhibition above about 34%;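 note: 0% = enzyme with vehicle and 100% = wells lacking enzyme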
Target sequence (Q8NCG7 whole entry, looked up): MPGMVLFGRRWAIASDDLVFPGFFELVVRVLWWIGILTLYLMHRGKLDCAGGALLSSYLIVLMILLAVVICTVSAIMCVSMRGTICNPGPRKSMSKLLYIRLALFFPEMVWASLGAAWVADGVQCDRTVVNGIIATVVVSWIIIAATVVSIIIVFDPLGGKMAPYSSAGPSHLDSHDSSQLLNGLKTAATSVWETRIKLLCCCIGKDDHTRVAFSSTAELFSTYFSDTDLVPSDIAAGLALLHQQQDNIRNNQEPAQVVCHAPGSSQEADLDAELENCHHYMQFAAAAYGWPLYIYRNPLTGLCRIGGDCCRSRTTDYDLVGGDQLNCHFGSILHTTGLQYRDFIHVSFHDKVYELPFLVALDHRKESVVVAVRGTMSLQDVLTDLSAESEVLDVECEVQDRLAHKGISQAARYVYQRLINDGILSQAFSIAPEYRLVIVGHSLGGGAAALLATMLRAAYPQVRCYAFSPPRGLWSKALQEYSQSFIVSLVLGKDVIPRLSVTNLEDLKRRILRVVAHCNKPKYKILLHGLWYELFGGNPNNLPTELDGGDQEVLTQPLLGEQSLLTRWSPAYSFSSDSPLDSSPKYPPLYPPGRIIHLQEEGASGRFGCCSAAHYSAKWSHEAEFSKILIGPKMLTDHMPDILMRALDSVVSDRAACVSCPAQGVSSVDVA
CAL PDZ FP-2 – CAL PDZ (human) peptide binding inhibition; purified CAL PDZ, TMR-peptide fluorescence polarization, 1 h; inhibition, % at 24.9 µM; AID 602252; Q9HD26; 300,000 tested, 0.92% active;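 active = mean inhibition of at least 30% with at least half of replicates also reaching 30%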;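 note: 0% = DMSO neutral control and 100% = excess unlabeled competitor peptide PRC23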
Arrestin-AP2 inh – inhibitors of human beta-arrestin and AP2 interaction; FITC-arrestin peptide / GST-AP2 beads, flow cytometry; AP2 beta2 appendage carries R879A mutation; inhibition, % at 10 µM; 340,000 tested, 0.31% active; AID 504490;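 active = inhibition above a set limit, near 3 SD of compounds lacking own fluorescence, cut at about 54% in these data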;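 note: plate controls were DMSO wells for no effect and 5 µM unlabelled arrestin peptide for full effect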
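Assay system: GST-AP2 R879A bound to glutathione beads, E. coli-expressed; Medium: PBS with 0.05% Tween 20 and 0.1% BSA; Also added: fluorescein-tagged arrestin peptide at 50 nM final; Timing: 12 min plus 1 h, RT; Measured by: flow cytometry, FL1 (488/535 nm); Evaluation: percent drop in bead-associated FITC signal.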
V-ATPase pHluor – yeast V-ATPase proton transport regulation by pHLuorin. S. cerevisiae, pHLuorin cytosolic pH fluorescence. response, % at 10 µM. 350,000 tested, 0.37% active; in the data active = response mostly above about 7.3%, no sharp cut-off; inactive = mostly below about 5.4%; note: actives read high; inactives centre near 0; some compounds called inactive have numbers as strong as hits
Starred values were filed as active, the others as inactive; · = not tested or not shown.

Preview, two compounds:
Letter code: A = Keap1-Nrf2 PPI; B = LANA DNA inh; C = RTF Ca sens inh; D = CAL PDZ FP-1; E = DSG3 Ab inh; F = NSD2 HMT inh; G = DAGLB inh; H = CAL PDZ FP-2; I = Arrestin-AP2 inh; J = V-ATPase pHluor
NC(=O)c1ccc(C(F)(F)F)n(Cc2cccc(Cl)c2)c1=O
  A = 3.2	B = 2.0	C = -3.5	D = ·	E = 101.7	F = 3.0	G = -1.0	H = -16.6	I = 4.9	J = 3.5
O=C(COc1ccc(Cl)cc1)Nc1ccc(NC(=O)c2ccco2)cc1
  A = 1.4	B = 0.3	C = -3.5	D = 0.2	E = 122.5	F = -5.2	G = -0.2	H = ·	I = 3.3	J = -0.2

The whole of this part, from the first entry:
Letter code: A = Keap1-Nrf2 PPI; B = LANA DNA inh; C = RTF Ca sens inh; D = CAL PDZ FP-1; E = DSG3 Ab inh; F = NSD2 HMT inh; G = DAGLB inh; H = CAL PDZ FP-2; I = Arrestin-AP2 inh; J = V-ATPase pHluor
NC(=O)c1ccc(C(F)(F)F)n(Cc2cccc(Cl)c2)c1=O
  A = 3.2	B = 2.0	C = -3.5	D = ·	E = 101.7	F = 3.0	G = -1.0	H = -16.6	I = 4.9	J = 3.5
O=C(COc1ccc(Cl)cc1)Nc1ccc(NC(=O)c2ccco2)cc1
  A = 1.4	B = 0.3	C = -3.5	D = 0.2	E = 122.5	F = -5.2	G = -0.2	H = ·	I = 3.3	J = -0.2
C=C(Cl)COC(=O)[C@H]1C2C=CC(C2)C1C(=O)O (some centres undefined)
  A = -6.4	B = 0.1	C = -6.9	D = -1.4	E = 100.6	F = -0.2	G = -1.9	H = -1.0	I = -3.1	J = 0.9
CCc1ccc2nc(Nc3nc(COC)cc(=O)[nH]3)nc(C)c2c1
  A = -3.1	B = -0.1	C = -5.3	D = -3.0	E = 118.3	F = -2.2	G = -2.3	H = 5.3	I = -2.5	J = -5.1
Cc1csc(NC(=O)CN(C)S(=O)(=O)c2cccc3cccnc23)n1
  A = 5.6	B = -1.0	C = -12.4	D = -0.4	E = 101.5	F = ·	G = -1.3	H = -1.8	I = 1.9	J = -0.2
O=C(O)c1cccnc1Sc1ccccc1
  A = 0.0	B = -0.2	C = 10.2	D = 0.6	E = 102.9	F = -3.2	G = 0.1	H = -0.1	I = 8.1	J = -0.9
O=C(CCN1C(=O)c2ccc([N+](=O)[O-])cc2C1=O)Nc1nccs1
  A = -3.9	B = 1.1	C = -23.4	D = 0.0	E = 98.4	F = 0.1	G = 0.9	H = -0.6	I = 2.4	J = -4.5
O=C(Nc1cccc(Cl)c1)OCCOCCOC(=O)Nc1cccc(Cl)c1
  A = -3.7	B = 2.8	C = 1.8	D = 0.7	E = 126.6	F = -3.0	G = -4.5	H = -0.1	I = 9.0	J = 3.7
Nc1nc(COc2ccc3ccccc3c2)cs1
  A = -3.1	B = -0.1	C = -6.9	D = 0.1	E = 107.6	F = ·	G = 2.0	H = 1.6	I = 12.3	J = 3.4
Cc1ccccc1N=Cc1cc2c(cc1O)OC(N)=C(C#N)C2c1ccccc1 (centres undefined)
  A = -9.1	B = -0.1	C = -39.9	D = -1.6	E = 609.0	F = -0.8	G = 3.1	H = -2.0	I = 7.4	J = 0.7
Cc1ccc(NC(=O)CNc2cccc(S(=O)(=O)N3CCCC3)c2)cc1F
  A = -2.9	B = -1.3	C = 1.0	D = -1.8	E = 104.9	F = 0.6	G = -2.9	H = -7.2	I = -11.8	J = -3.5
CCc1c(O)nc(SCc2ccccc2)n(C(C)CC)c1=O (centres undefined)
  A = -3.3	B = -0.3	C = -4.9	D = 0.3	E = 97.7	F = 1.6	G = -5.8	H = -2.6	I = 11.5	J = 0.8
CCCc1cc(C(=O)NC2CCCCC2)no1
  A = 5.0	B = 1.0	C = -7.6	D = 0.9	E = 107.7	F = ·	G = -1.6	H = -0.8	I = 3.5	J = -1.9
O=C(COC(=O)c1nn(-c2ccccc2C(F)(F)F)cc1O)c1ccc(OC(F)F)cc1
  A = -0.2	B = 0.6	C = -3.6	D = -2.1	E = 101.5	F = -1.4	G = -1.1	H = -1.5	I = -6.3	J = -3.0
N#C/C(=C\c1ccc(N2CCOCC2)o1)c1ccccc1
  A = -11.9	B = -1.4	C = -1.6	D = 0.1	E = 123.7	F = 0.0	G = -0.3	H = -4.5	I = 4.3	J = -1.0
CCOC(=O)c1c(C)nc2sc3c(c2c1-c1ccc(OC)cc1)NC(c1ccc(OC)cc1)NC3=O (centres undefined)
  A = -5.4	B = 0.3	C = -7.8	D = 0.0	E = 99.6	F = -1.9	G = -1.4	H = -4.1	I = 5.5	J = -2.5
Cc1ccc(/C(N)=N/OC(=O)c2ccco2)cc1
  A = -1.8	B = 0.3	C = -3.0	D = -0.3	E = 104.8	F = -1.2	G = -16.7	H = -1.1	I = -7.7	J = -0.9
CCn1cc(C(=O)Nc2ncccc2O)c(=O)c2cc(F)c(N3CCN(C(=O)c4ccco4)CC3)cc21
  A = 3.3	B = 0.2	C = -8.2	D = -1.3	E = ·	F = 27.7	G = 0.5	H = -6.5	I = 23.3	J = 2.2
COC(=O)CC(NC(=O)c1cccs1)c1ccc(OC)c(OC)c1 (centres undefined)
  A = -5.5	B = 0.4	C = 4.2	D = 0.4	E = 108.0	F = -3.1	G = 0.1	H = -2.3	I = 0.4	J = 0.2
O=C(c1cccc2nc3ccccc3nc12)N1CCOCC1
  A = 0.2	B = -0.8	C = -1.1	D = -0.8	E = 111.6	F = -2.7	G = 1.2	H = 0.2	I = 1.4	J = 0.5
N#Cc1ccc(C23CC4(C2)[C@H](CN(Cc2cccnc2)[C@@H]4c2ccccc2)C3c2ccccc2)cc1 (some centres undefined)
  A = -9.4	B = -1.0	C = 2.5	D = 0.2	E = 92.4	F = ·	G = -12.5	H = -2.3	I = ·	J = -2.3
O=C(COC(=O)[C@@H]1CCCN1C(=O)c1cccs1)Nc1cccc([N+](=O)[O-])c1
  A = 4.7	B = 1.0	C = 5.0	D = -1.0	E = 90.0	F = 2.3	G = -5.5	H = ·	I = -10.7	J = -2.9
CC1=CC(C)C(=O)N(C)C(C)=C1 (centres undefined)
  A = ·	B = ·	C = ·	D = ·	E = 106.0	F = -7.0	G = 1.0	H = ·	I = ·	J = -0.1
COC(=O)c1sc2ccccc2c1N
  A = 1.1	B = 0.3	C = -7.8	D = -0.2	E = 99.0	F = ·	G = 0.7	H = ·	I = 1.0	J = -3.7

Complete entries, looked up by structure. Values in the order: Keap1-Nrf2 PPI, LANA DNA inh, RTF Ca sens inh, CAL PDZ FP-1, DSG3 Ab inh, NSD2 HMT inh, DAGLB inh, CAL PDZ FP-2, Arrestin-AP2 inh, V-ATPase pHluor
CCCc1cc(C(=O)NC2CCCCC2)no1 as listed: 5.0, 1.0, -7.6, 0.9, 107.7, ·, -1.6, -0.8, 3.5, -1.9
O=C(COc1ccc(Cl)cc1)Nc1ccc(NC(=O)c2ccco2)cc1 as listed: 1.4, 0.3, -3.5, 0.2, 122.5, -5.2, -0.2, ·, 3.3, -0.2
O=C(O)c1cccnc1Sc1ccccc1 as listed: 0.0, -0.2, 10.2, 0.6, 102.9, -3.2, 0.1, -0.1, 8.1, -0.9

Some of these compounds in order of molecular weight, high to low:
Letter code: A = Keap1-Nrf2 PPI; B = LANA DNA inh; C = RTF Ca sens inh; D = CAL PDZ FP-1; E = DSG3 Ab inh; F = NSD2 HMT inh; G = DAGLB inh; H = CAL PDZ FP-2; I = Arrestin-AP2 inh; J = V-ATPase pHluor
O=C(COC(=O)[C@@H]1CCCN1C(=O)c1cccs1)Nc1cccc([N+](=O)[O-])c1
  A = 4.7	B = 1.0	C = 5.0	D = -1.0	E = 90.0	F = 2.3	G = -5.5	H = ·	I = -10.7	J = -2.9
O=C(COc1ccc(Cl)cc1)Nc1ccc(NC(=O)c2ccco2)cc1
  A = 1.4	B = 0.3	C = -3.5	D = 0.2	E = 122.5	F = -5.2	G = -0.2	H = ·	I = 3.3	J = -0.2
CCc1ccc2nc(Nc3nc(COC)cc(=O)[nH]3)nc(C)c2c1
  A = -3.1	B = -0.1	C = -5.3	D = -3.0	E = 118.3	F = -2.2	G = -2.3	H = 5.3	I = -2.5	J = -5.1

Source: PubChem (several laboratories)

An excerpt (hit frequency here may not be typical).
